Source: PubChem BioAssay
MITF inh – MITF inhibitors, primary screen, biochemical, AlphaScreen, human | inhibition, % at 2.6 µM | AlphaScreen MITF homodimerization, bead proximity signal | AID 1259374, 2018 | actives 0.91% (n = 650,000); in the data active = inhibition above about 50%;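 also: 0% = vehicle wells with protein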
Target sequence (O75030 whole entry, looked up): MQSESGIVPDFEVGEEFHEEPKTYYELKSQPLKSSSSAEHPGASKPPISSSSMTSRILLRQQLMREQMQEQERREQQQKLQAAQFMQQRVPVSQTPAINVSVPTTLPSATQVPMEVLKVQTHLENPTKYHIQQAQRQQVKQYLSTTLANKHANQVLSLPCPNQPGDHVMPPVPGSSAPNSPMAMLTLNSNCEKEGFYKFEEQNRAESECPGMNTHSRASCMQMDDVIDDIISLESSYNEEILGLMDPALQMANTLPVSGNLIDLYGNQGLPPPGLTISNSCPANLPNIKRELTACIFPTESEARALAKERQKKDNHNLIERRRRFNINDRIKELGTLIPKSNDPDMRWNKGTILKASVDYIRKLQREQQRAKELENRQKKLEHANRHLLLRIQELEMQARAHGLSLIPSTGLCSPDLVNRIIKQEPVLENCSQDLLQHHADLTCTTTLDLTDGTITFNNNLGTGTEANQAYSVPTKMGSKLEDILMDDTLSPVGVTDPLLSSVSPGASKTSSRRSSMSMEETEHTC
FBW7 activator – FBW7 E3 ligase activators, primary screen, biochemical, AlphaScreen, human | F-box/WD repeat-containing protein 7 (Homo sapiens), Q969H0 | AlphaScreen FBW7–phospho-cyclin E peptide binding, activator screen | normalized activity (activation), % at 26.1 µM | actives 0.13% (n = 650,000) | AID 1259310, 2017; in the data active = normalized activity above about 1.9%;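 also: purified mutant Fbw7 with reduced substrate affinity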
GPR151 ag – activators of human GPR151, primary screen, cell-based, PathHunter beta-arrestin, luminescence | PathHunter beta-arrestin GPR151 cells | AID 1508602, 2020 | actives 1% (n = 650,000) | activation, % at 11.2 µM | G-protein coupled receptor 151 (Homo sapiens), Q8TDV0; in the data active = activation above about 4.9%;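 also: 0% = median of compound wells and 100% = cells with positive control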
Target sequence (Q8TDV0 whole entry, looked up): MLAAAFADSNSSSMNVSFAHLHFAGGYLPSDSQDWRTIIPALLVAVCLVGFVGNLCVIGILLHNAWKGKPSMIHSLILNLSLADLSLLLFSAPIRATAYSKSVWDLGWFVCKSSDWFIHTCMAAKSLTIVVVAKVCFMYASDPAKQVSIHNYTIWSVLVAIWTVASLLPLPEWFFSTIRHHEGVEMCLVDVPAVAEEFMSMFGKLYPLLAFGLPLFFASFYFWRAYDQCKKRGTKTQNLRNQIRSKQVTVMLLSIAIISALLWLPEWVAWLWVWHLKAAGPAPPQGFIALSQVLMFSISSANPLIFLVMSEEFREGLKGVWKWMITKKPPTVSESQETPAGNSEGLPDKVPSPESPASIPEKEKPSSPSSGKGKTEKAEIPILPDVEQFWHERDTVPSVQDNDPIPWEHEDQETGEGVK
TEAD-YAP block – TEAD-YAP interaction inhibition, primary screen, TEAD-YAP interaction inhibitor project, luminescence, HEK-TIYL cells; TEAD-Gal4/YAP UAS-luciferase luminescence; inhibition, % at 9.12 µM; actives 1.4% (n = 640,000); in the data active = inhibition above about 32%;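 also: 0% = median of test compound wells and 100% = reference inhibitor wells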
Numbers without * were called inactive. Not a hit list. About 3.4% of those tested had a hit in this group.

SMILES	MITF inh	FBW7 activator	GPR151 ag	TEAD-YAP block
CCN1C(=O)CSC1=NC(C)Cc1ccccc1 (centres undefined)	-1.8	-0.1	0.0	2.4
CC1CCN(C2=NN3C(=N)/C(=C\c4ccc(Br)o4)C(=O)N=C3S2)CC1	1.6	-0.2	0.0	2.5
O=C(CCN1C(=O)C2C3C=CC(C3)C2C1=O)Nc1c(F)cc(F)cc1Br (centres undefined)	-13.8	0.0	-1.2	-1.8
COCC(=O)Nc1nnc(Cc2ccc(OC)c(OC)c2)s1	2.3	-0.2	0.0	-7.8
CNC(=S)Nc1ccc2ccccc2c1	14.8	0.1	1.2	-15.4
Cn1cnnc1SCC(=O)Nc1ccc(Cl)cn1	13.1	-0.1	-0.3	7.9
COc1ccccc1C(=O)NN(CCC#N)C1=NS(=O)(=O)c2ccccc21	5.3	0.0	-0.6	2.4
Cc1cc(Cl)ccc1-n1c(-c2cccnc2)n[nH]c1=S	-14.0	0.1	-0.4	4.8
O=C(CSc1nc2c(c(=O)[nH]1)CCC2)Nc1ccc(Cl)cc1	3.0	-0.1	-0.4	-3.7
Cc1nc(-c2cccc(NC(=O)c3ccco3)c2)cs1	5.9	0.6	-0.9	1.8
COc1cc(/C=N/NC(=O)c2ccoc2C)cc(Br)c1O	1.3	-0.1	-5.7	-76.7
CCCCCn1c(CCNC(C)=O)nc2ccccc21	3.5	0.1	-0.4	4.5
CCN(CC)S(=O)(=O)c1ccc2c3c(cccc13)C(=O)S2	18.0	-0.1	-0.5	-10.1
O=C(NCc1ccncc1)/C(=C/c1ccc(F)cc1)NC(=O)c1ccccc1	6.6	0.2	-1.2	5.3
CN(C)c1ccc(C2Nc3ccccc3NC3=C2C(=O)CC(c2ccccc2)C3)cc1 (centres undefined)	6.6	-0.4	1.3	-18.7
COc1ccc(-n2nc([N+](=O)[O-])c(=Nc3cccc(Cl)c3)n2O)cc1	-1.7	0.0	-1.0	4.1
N#Cc1c(SCC(=O)Nc2nccs2)nc2c(c1-c1ccco1)CCCC2	-7.2	-0.1	-2.0	0.2
COC(=O)c1cc(Br)ccc1NC(=O)c1ccccc1OC	-7.5	-0.2	1.4	-6.2
CCCCN1C(=O)c2ccc(C(=O)Nc3cccnc3)cc2C1=O	-0.4	-0.1	-0.6	-0.4
Cc1nc2ccccc2n1CC(=O)N/N=C\C=C\c1ccccc1	3.6	0.1	1.1	19.9
Cc1nc2c(-c3cccs3)c(C)nn2c(NCc2ccncc2)c1C	6.5	0.7	-0.1	-3.1
COc1ccc(CCNC(=O)c2cccc(Nc3ccccc3)n2)cc1	-1.3	-0.2	1.1	5.2
O=C1/C(=C/c2cccs2)SC(=S)N1CCCC(=O)N(CCO)c1ccccc1	-8.0	-0.4	1.4	-12.7
CCCC1=NN2C(=N)/C(=C/c3cc(Cl)c(OCCOc4ccccc4)c(OC)c3)C(=O)N=C2S1	-3.6	-0.1	0.2	-23.6
O=C1CSC(c2ccccc2Br)N1c1ccc(Br)cc1 (centres undefined)	-9.7	0.1	-0.3	-7.9
O=C(Cn1nnc(-c2ccc(F)cc2)n1)NCC(F)(F)F	13.1	0.0	2.0	1.2
CCOC(=O)c1c(C)[nH]c(C(=O)CN2CC(C)OC(C)C2)c1C (centres undefined)	8.5	-0.2	1.0	2.2
O=C(NCc1ccc(F)cc1)c1ccc2c(c1)NC(=O)c1ccccc1S2	-11.5	0.0	0.0	0.3
Cc1c(C(=O)NC2CCCC2)oc2ccc(S(=O)(=O)N3CCCCC3)cc12	0.2	0.0	0.4	13.7
CCCc1cc2c(=O)c(-c3ccc4c(c3)OCCO4)c(CC)oc2cc1O	-0.2	-0.1	-0.3	6.9
CN1CCN(C(=O)/C(=C/c2ccc3c(c2)OCO3)NC(=O)c2cccs2)CC1	4.2	0.0	0.0	0.7
O=C(c1cccc2nccnc12)N1CCCC(N2CCOCC2)C1 (centres undefined)	-1.3	0.0	-0.4	6.0
C=CCn1c(SCC(=O)N(CCO)CCO)nc2sc3c(c2c1=O)CCC3	-12.9	-0.1	-0.6	-1.2
CC(C)NC(=O)CN(c1ccc(Cl)c(Cl)c1)S(=O)(=O)c1ccccc1	-7.0	0.0	0.6	-1.3
CCOC(=O)c1cnc(SCC(=O)Nc2cc(C)ccc2C)nc1N	10.1	0.5	-1.1	7.4
COc1cc(OC)cc(C2=NC3(CCC(C)CC3)NC2=O)c1 (centres undefined)	-23.0	4.2*	-0.6	3.6
CCn1c(SCC(=O)Nc2ccc(Cl)cc2C)nnc1-c1ccncc1	0.5	-0.4	0.9	14.3
COc1ccc(NC(=O)CN2C(=O)CC(C)(C)S(=O)(=O)c3ccccc32)cc1	13.2	1.2	-0.7	-20.8
Cc1nc(C)c(C(=O)N2CCN(Cc3csc(-c4ccccc4)n3)CC2)s1	0.9	-0.1	0.9	39.8*
CCc1ccccc1NC(=O)CCCCCN1C(=O)c2ccccc2C1=O	-19.7	0.1	0.2	-0.9

Complete entries, looked up by structure:
Results for Cc1nc2c(-c3cccs3)c(C)nn2c(NCc2ccncc2)c1C → MITF inh = 6.5; FBW7 activator = 0.7; GPR151 ag = -0.1; TEAD-YAP block = -3.1
Results for Cc1c(C(=O)NC2CCCC2)oc2ccc(S(=O)(=O)N3CCCCC3)cc12 → MITF inh = 0.2; FBW7 activator = 0.0; GPR151 ag = 0.4; TEAD-YAP block = 13.7
Results for O=C(Cn1nnc(-c2ccc(F)cc2)n1)NCC(F)(F)F → MITF inh = 13.1; FBW7 activator = 0.0; GPR151 ag = 2.0; TEAD-YAP block = 1.2

New compounds follow
SMILES	MITF inh	FBW7 activator	GPR151 ag	TEAD-YAP block
Cc1cc(C)n(-c2cccc(F)c2)c(=O)c1C(=O)O	11.5	0.3	-0.6	4.5
CCOc1ccc(S(=O)(=O)NC(C)CC)c2cccnc12 (centres undefined)	2.1	0.0	1.3	-15.9
CCN(CC)CC(C)C(C)OC(=O)c1ccc(O)cc1 (centres undefined)	-10.2	0.0	-1.1	12.9
COC(=O)c1ccc(NC(=O)c2c(O)c3c([nH]c2=O)CCCC3)cc1	-1.6	0.1	-0.1	0.4
COC(=O)COc1ccc(S(=O)(=O)N2CCC(Cc3ccccc3)CC2)cc1Cl	-1.2	0.1	0.2	-6.9
CCc1cc2c(=O)c(-c3ccc([N+](=O)[O-])cc3)coc2cc1O	4.4	0.3	1.0	-22.9
CCc1ccccc1NC(=O)NCc1nc(-c2cccnc2)n[nH]1	7.3	0.1	-0.2	-8.0
CC1CCc2sc(NC(=O)c3cccs3)c(C(N)=O)c2C1 (centres undefined)	-4.2	0.1	-1.0	-70.1
O=C(Nc1ccc(-c2cscn2)cc1)C1CCCN(C2CSCCSC2)C1 (centres undefined)	0.3	-0.1	1.5	4.6
C=CCn1c(SCC(=O)Nc2ccc(NC(C)=O)cc2)nc2sc3c(c2c1=O)CCC3	2.8	-0.1	1.2	-13.1
CCOc1ccc(-n2c(SCC(=O)OC)nnc2-c2ccco2)cc1	4.3	0.1	0.6	4.8
CCN(CC)c1ccc2cc(-c3nc(-c4cc5ccccc5oc4=O)cs3)c(=N)oc2c1	-12.7	0.0	-0.3	1.5
CCc1nn2c(=O)c(C(c3ccc(Cl)cc3)c3c(O)nc4sc(CC)nn4c3=O)c(O)nc2s1	-9.5	0.0	0.0	-4.9
CCC(CO)Nc1ccc2ncc(-c3ccc(C(C)=O)s3)n2n1 (centres undefined)	19.3	0.2	-0.8	47.4*
CC(C)N(CCNc1cc(NCc2cccnc2)nc(N)n1)C(C)C	11.0	-0.1	3.1	7.2
CCOC(=O)C1=C(N)N(c2ccc(Cl)cc2)C2=C(C(=O)CC(C)(C)C2)C1c1ccc(CC)cc1 (centres undefined)	-2.4	0.0	1.6	16.0
COc1ccccc1N1CCN(/N=C\c2ccco2)CC1	16.9	0.1	-1.0	2.0
CCN(CC)C(=O)C(=O)N/N=C/c1ccc(OC)cc1OC	-11.0	0.0	3.8	0.0
Cc1nc2ccc(S(=O)(=O)NCC(=O)NCCN3CCCCCC3)cc2s1	-27.5	-0.2	0.1	-5.5
O=[N+]([O-])c1ccc2[nH]cc(S(=O)(=O)Nc3cccc(F)c3)c2c1	-3.8	-0.2	0.1	-10.3

A different layout for some results above.
Compound | MITF inh | FBW7 activator | GPR151 ag | TEAD-YAP block
Cc1cc(C)n(-c2cccc(F)c2)c(=O)c1C(=O)O | 11.5 | 0.3 | -0.6 | 4.5
CCOc1ccc(S(=O)(=O)NC(C)CC)c2cccnc12 (centres undefined) | 2.1 | 0.0 | 1.3 | -15.9

Next compounds
SMILES	MITF inh	FBW7 activator	GPR151 ag	TEAD-YAP block
COc1ccc(CN2CCN(C(C)C)C(CCO)C2)cc1O (centres undefined)	-0.1	0.2	-1.5	2.3
COc1ccc(C(C)=O)cc1CSc1nc(Nc2ccc(F)c(F)c2)c2ccccc2n1	3.6	-0.1	-0.3	-4.3
COc1cccc2cc(C(=O)Oc3cccc4cccnc34)c(=O)oc12	1.1	0.1	-0.4	0.8
Cc1ccc(O)c(NC(=O)c2cccc(NC(=O)c3ccco3)c2)c1	-7.6	0.0	-0.6	-8.3
Cc1ccc(-c2cc(C(F)(F)F)n3ncc(C(=O)Nc4ccccc4C(F)(F)F)c3n2)cc1	24.4	0.2	0.7	2.6
Cn1c(=O)c2c(C(F)(F)F)cc(-c3cccnc3)nc2n(C)c1=O	13.4	0.5	0.5	-6.6
CNC(=O)COc1cccc2c(=O)[nH]ccc12	20.0	1.0	-1.0	0.6
Cc1ccc(Cn2ccc(NC(=O)c3cc(-c4ccco4)on3)n2)cc1	-27.5	-0.1	-0.7	-6.3
O=C(NCCCN1CCOCC1)c1cc(-c2cccs2)on1	6.2	0.0	0.8	-62.8
O=C(NCCCc1ccccc1)c1c(O)c2c([nH]c1=O)CCCC2	2.0	0.0	0.0	14.4
Cc1cccc(-c2nc(C#N)c(N3CCCCC3)o2)c1	-3.9	0.0	-1.7	-31.9
C/C=C/c1ccc(OCCOCCNC(C)CC)c(OC)c1 (centres undefined)	70.3*	-0.2	-0.1	4.5
Cc1ccc(C)c(NC(=O)NCCCN2CCN(C3CCCCC3)CC2)c1	0.0	0.0	0.9	5.4
CCOC(=O)Cn1c(=O)c2c(nc3n2CC(C)CN3C2CCCCC2)n(C)c1=O (centres undefined)	-1.5	-0.3	1.2	-2.6
Cc1ccc(OCc2nc3ccccc3s2)c([N+](=O)[O-])n1	4.4	-0.1	-2.2	30.7
O=C(Cn1nnnc1CN1CCCCCC1)NCCc1cscn1	7.4	0.1	0.9	2.6
Cc1cc(N2CCN(Cc3ccc(F)cc3)CC2)n2c(nc3ccccc32)c1C#N	-15.5	0.0	-1.0	5.4
COc1cccc(-c2cc(C#N)on2)c1	-8.5	-0.2	-1.1	-11.2
CCN(CC)C(=O)C1CCCN(c2ncnc3c2cnn3-c2ccc(C)cc2C)C1 (centres undefined)	0.9	0.1	2.3	-2.6
COCCN1C(=O)/C(=C/c2ccc(OCC(=O)O)cc2)SC1=S	-9.3	-0.1	0.7	8.2
COc1ccc(NC(=O)c2sc3nc(C)nc(N4CCOCC4)c3c2C)cc1OC	13.3	-0.1	2.1	-6.0
CC(=O)Nc1ccc(S(=O)(=O)CCC#N)cc1	-4.0	-0.2	0.6	7.9
CN(C)CC(C)(O)c1ccc2c(c1)CN(Cc1ccc(CO)o1)CCO2 (centres undefined)	1.8	-0.1	0.7	0.1
CN1CCN(S(=O)(=O)c2ccc(Cl)s2)CC1	-5.3	-0.1	-0.2	-3.9
CCn1c(C)csc1=NC(=O)c1ccccc1O	-1.7	0.3	1.4	-36.1
Cc1ccc(OCC(O)Cn2c(C3CC(=O)N(c4ccc(F)cc4)C3)nc3ccccc32)cc1 (centres undefined)	2.6	0.0	1.1	13.0
Cc1c(NC(=O)Cn2cnc3c2c(=O)n(C)c(=O)n3C)cccc1[N+](=O)[O-]	6.4	0.3	0.5	5.0
Cc1cccc(N2CCN(S(=O)(=O)c3ccc4c(c3)c(=O)n(C)c(=O)n4C)CC2C)c1 (centres undefined)	-1.6	0.0	-0.5	-12.6
CCOc1ccc(C(=O)NNC2CC(=O)N(CCc3ccccc3)C2=O)cc1OC (centres undefined)	6.4	0.0	-1.0	-5.4
NC(C(=O)N1CCC(OC(=O)Nc2ccncc2)CC1)c1ccc(Br)cc1 (centres undefined)	-5.3	-0.2	0.1	4.2
CCOC(=O)c1sc2nc(SCc3cc(C(C)=O)ccc3OC)n(CC3CCCO3)c(=O)c2c1C (centres undefined)	-12.8	-0.2	0.8	4.3
Cc1cccc(N2C(=O)C3CCC(C)CC3C2=O)c1 (centres undefined)	1.3	0.0	0.2	-6.1
COc1ccc(C(O)C(C)Oc2ccccc2OC)cc1OC (centres undefined)	-2.2	0.4	-0.5	9.1
Nc1nc(CSc2nc3ccccc3[nH]2)nc(N2CCOCC2)n1	1.4	-0.2	0.2	-2.4
COc1ccc(C)cc1NC(=O)C(C)N1C(=O)c2ccccc2S1(=O)=O (centres undefined)	7.2	-0.1	0.4	1.4
COc1ccc(C(NC(=O)C2CCN(C(=O)c3ccc(C)cc3)CC2)c2ccccn2)cc1 (centres undefined)	1.7	0.1	-0.6	-6.1
O=c1c(-c2cnn(-c3ccccc3)c2)coc2cc(O)ccc12	-21.7	0.1	-2.1	33.0*
COc1ccc(Br)cc1/C=N/NC(=O)CNc1ccc2ccccc2c1	-4.7	-0.1	0.5	10.9
